Compound activity (PubChem)
SR-BI uptake up: activators of SR-BI mediated DiI-HDL uptake, primary screen, ldlA[mSR-BI] CHO cells, DiI fluorescence | 3 h; 100 = double the neutral-control signal | activation, % at 12.5 µM | 320,000 tested, 0.096% active | AID 504775, 2011;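 active = mean replicate activation of at least 60% and every replicate at or above 60%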;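 also: 0% = median plate neutral-control signal and 100% = twice that signal; values of inactives mirror those of a sister screen read the other way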
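Test system: SR-BI-overexpressing, LDLR-lacking CHO cells; Also added: labelled HDL, 10 µg/mL; Measured by: bottom-read cell fluorescence after medium removal, ex 550/em 595 nm; Timing: 3 h uptake period with compound, 37 °C; Buffer or medium: F12, 0.5% BSA, 25 mM HEPES; Doses: single compound concentration, delivered by pin transfer.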
PKA-R2B activ: activators of PKA-R2B holoenzyme, primary screen, biochemical, fluorescence polarization, Cy5-IP20, human | AID 504700, 2011 | activation, % at 11.4 µM | cAMP-dependent protein kinase catalytic subunit beta (Homo sapiens) + cAMP-dependent … | 340,000 tested, 0.079% active | PKA-R2B holoenzyme dissociation; R2B truncated from residue 108, S112A mutant; 0% DMSO only, 100% 113 µM cGMP;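 active = activation above a cutoff set at the mean over all compounds plus 3 SD, cut at about 18% in these data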;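 also: higher means more holoenzyme dissociation and a rise in polarization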
Target sequence (P31323 whole entry, looked up, other chains not shown, the tested form may be a part): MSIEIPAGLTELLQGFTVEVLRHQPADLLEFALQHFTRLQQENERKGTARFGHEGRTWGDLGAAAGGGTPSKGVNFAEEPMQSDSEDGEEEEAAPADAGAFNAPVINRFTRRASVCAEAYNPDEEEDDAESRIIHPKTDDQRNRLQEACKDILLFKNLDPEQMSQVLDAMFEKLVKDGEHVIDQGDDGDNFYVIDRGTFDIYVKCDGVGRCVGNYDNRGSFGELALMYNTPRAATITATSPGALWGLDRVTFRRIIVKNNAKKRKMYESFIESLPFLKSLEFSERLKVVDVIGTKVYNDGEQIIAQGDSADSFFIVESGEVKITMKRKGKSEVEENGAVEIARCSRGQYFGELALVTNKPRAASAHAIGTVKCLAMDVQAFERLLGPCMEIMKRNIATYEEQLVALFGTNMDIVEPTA
Keap1-Nrf2 PPI: Keap1-Nrf2 protein-protein interaction inhibitors, primary screen, biochemical, fluorescence polarization, single point; Kelch-like ECH-associated protein 1 (Homo sapiens), Q14145; Keap1 Kelch-Nrf2 peptide fluorescence polarization, 1536-well; inhibition, % at 9.4 µM; 340,000 tested, 0.15% active; AID 504523, 2011; in the data active = inhibition above about 12%;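 also: human Keap1 Kelch domain with fluorescein labeled Nrf2 9mer peptide probe; 0% = neutral control wells and 100% = peptide positive control; higher means more block of Keap1 binding to Nrf2 peptide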
C-LANA FP: inhibitors of KSHV C-LANA binding to DNA, primary screen, biochemical, fluorescence polarization, FAM-LBS DNA, MBP-C-LANA, single point; Kaposi's sarcoma herpesvirus LANA C-terminal domain (residues 932-1162) DNA binding; inhibition, % at 9 µM; 340,000 tested, 0.078% active; AID 504423, 2011;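 active = highest replicate inhibition at or above 60% at 9 µM, even if other replicates fall short; inactive = all replicates below 60% inhibition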;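 also: 0% = neutral control wells and 100% = 4 µM acridine orange control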
RTF Ca sens act: cardiac RTF calcium sensitivity activators, primary screen, biochemical, IANBD-TnC fluorescence, EC20 calcium. activation, % at 7.2 µM. 340,000 tested, 0.24% active. IANBD-labeled TnC RTF fluorescence at EC20 calcium; 0% EC20 calcium, 100% full calcium;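 active = activation above the mean over all tested compounds plus 3 SD, cut at about 30% in these data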;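 also: rise in fluorescence read as greater calcium sensitivity of cardiac thin filaments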
CAL PDZ FP-1: untagged CAL PDZ binding inhibitors, primary screen, biochemical, fluorescence polarization, HTS. purified CAL PDZ, TMR-peptide fluorescence polarization, 1 h. AID 602252, 2012. Golgi-associated PDZ and coiled-coil motif-containing protein (Homo sapiens), Q9HD26. inhibition, % at 24.9 µM. 300,000 tested, 0.92% active;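 active = mean inhibition of at least 30% with at least half of replicates also reaching 30%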;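 also: 0% = DMSO neutral control and 100% = excess unlabeled competitor peptide PRC23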
Rtt109 HAT inh: inhibitors of C. albicans Rtt109/Vps75 HAT, primary screen, biochemical, ThioGlo CoA-SH fluorescence, plate reader | AID 540336, 2011 | inhibition, % at 34.9 µM | 330,000 tested, 0.16% active | purified Rtt109/Vps75, 4 h | Histone acetyltransferase RTT109 (Candida albicans (strain SC5314 / ATCC MYA-2876)), …;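 active = inhibition of at least 50% in every replicate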
DAGLB inh: DAGLB lipase inhibitors, primary screen, biochemical, fluorescence, HTS | HEK293T DAGLB membrane lysate, EnzChek fluorogenic substrate | inhibition, % at 5.17 µM | 340,000 tested, 0.059% active; in the data active = inhibition above about 34%;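 also: 0% = enzyme with vehicle and 100% = wells lacking enzyme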
Target sequence (Q8NCG7 whole entry, looked up): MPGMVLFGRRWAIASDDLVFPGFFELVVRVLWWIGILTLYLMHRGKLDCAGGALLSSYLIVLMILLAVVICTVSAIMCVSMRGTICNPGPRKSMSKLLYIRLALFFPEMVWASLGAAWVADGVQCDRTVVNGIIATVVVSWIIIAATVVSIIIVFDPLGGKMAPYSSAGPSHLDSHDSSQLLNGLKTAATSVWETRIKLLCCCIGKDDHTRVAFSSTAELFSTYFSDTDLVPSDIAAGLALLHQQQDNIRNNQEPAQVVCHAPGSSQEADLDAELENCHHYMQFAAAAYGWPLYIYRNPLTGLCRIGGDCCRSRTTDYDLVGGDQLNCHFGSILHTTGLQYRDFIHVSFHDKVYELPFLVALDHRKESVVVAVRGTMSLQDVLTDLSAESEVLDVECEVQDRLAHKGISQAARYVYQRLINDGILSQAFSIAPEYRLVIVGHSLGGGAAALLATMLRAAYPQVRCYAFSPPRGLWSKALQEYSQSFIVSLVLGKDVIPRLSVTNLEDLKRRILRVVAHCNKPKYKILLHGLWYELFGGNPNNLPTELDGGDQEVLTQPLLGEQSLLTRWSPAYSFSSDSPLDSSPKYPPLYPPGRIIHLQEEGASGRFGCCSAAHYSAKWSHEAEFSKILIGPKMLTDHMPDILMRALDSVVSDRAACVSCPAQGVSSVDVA
Cardiac RTF inh: cardiac RTF calcium sensitivity inhibitors, primary screen, biochemical, IANBD-TnC fluorescence, EC70 calcium | Troponin I, cardiac muscle (Homo sapiens) + Troponin T, cardiac muscle (Homo sapiens) + … | IANBD-labeled cardiac RTF, Ca2+ fluorescence | inhibition, % at 7.15 µM | 340,000 tested, 0.12% active | AID 493244, 2011;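 active = inhibition above the mean inhibition of all tested compounds plus 3 SD, cut at about 17% in these data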;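 also: assay run at fixed EC70 calcium of 1.6 mM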
CAL PDZ FP-2: CAL PDZ peptide-binding inhibitors, primary screen, biochemical, fluorescence polarization, Cer-tagged CAL PDZ, HTS; AID 504414, 2011; purified CAL PDZ, TMR-peptide fluorescence polarization, 1 h; 330,000 tested, 0.02% active; inhibition, % at 20 µM; Golgi-associated PDZ and coiled-coil motif-containing protein (Homo sapiens), Q9HD26;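 active = highest replicate inhibition of at least 40%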;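 also: plate controls were DMSO neutral control wells for no effect and unlabeled competitor peptide control wells for full effect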
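Material: tagged CAL PDZ domain; buffer or medium: 25 mM sodium phosphate pH 7.4, 150 mM NaCl, TCEP, IgG, Thesit; compound dosing: single point, 20 µM; schedule: 1 h incubation at room temperature before polarization reading; measured by: FP readout, S and P plane fluorescence; read-out basis: percent inhibition from loss of millipolarization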
* hit, by the source's call; x = no result given.

cpd	compound	SR-BI uptake up	PKA-R2B activ	Keap1-Nrf2 PPI	C-LANA FP	RTF Ca sens act
1	CC(=O)NCCCCCCNC(C)=O	11	6	-2	-1.3	3
2	CCNC(=O)C(=O)NCCC1CCCCN1S(=O)(=O)c1cccs1 (stereo not given)	26	0	-8	1.1	1
3	CCCCOCCCNC(=O)CCCOc1ccccc1	-3	-4	-2	-2.2	-3
4	Cc1ccc(S(=O)(=O)N2[C@@H](c3cccc(C)c3)C(C(=O)O)=C[C@H]2CC2CCCC2)cc1	10	3	5	0.9	-5
5	O=C(NCCn1c(C(F)(F)F)nc2ccccc21)[C@H]1CCCN1c1nc(CN2CCCCC2)cs1	11	-12	-4	0.1	12
6	Cc1ccc(C)c(NC(=O)c2sc(Cl)nc2-c2ccccc2)c1	-14	-11	-6	0.9	-1
7	COc1ccc(C2C(=O)N(C3CCCCC3)CC(=O)N2Cc2ccco2)cc1 (stereo not given)	17	-13	-6	0.7	-5
8	CCCOc1ccc(/C=N/NC(=O)CSCc2ccc([N+](=O)[O-])cc2)cc1OCC	-50	-7	-1	0.6	-17
9	O=C(O)/C=C/C(=O)Nc1ccc(-n2ccc(C(F)(F)F)n2)cc1	1	-5	-4	-1.4	14
10	O=[N+]([O-])c1ccc(/C=N/NC(=S)Nc2ccccc2C(F)(F)F)o1	4	2	0	1.0	1
11	CC(=O)Nc1ccc(S(=O)(=O)N2CCCC2C(=O)Nc2ccc3c(c2)OCCO3)cc1 (stereo not given)	30	6	1	0.5	6
12	O=C(CC1NC2CCCCC2NC1=O)Nc1cccc(C(F)(F)F)c1 (stereo not given)	12	5	1	1.1	2

cpd	CAL PDZ FP-1	Rtt109 HAT inh	DAGLB inh	Cardiac RTF inh	CAL PDZ FP-2
1	1	2	-1	5	-0.4
2	-3	-2	-8	-21	-1.0
3	-5	7	-5	5	0.8
4	-7	-7	2	-4	0.8
5	-2	2	1	1	-1.8
6	-7	-13	-9	-5	0.0
7	1	6	-1	-15	-1.6
8	0	1	-2	-4	-2.2
9	26	7	0	3	0.9
10	-2	-3	-2	-2	0.8
11	1	-3	0	-7	0.3
12	-4	1	-5	3	0.3

Given with values under each structure: part of the list above.
Order of values – SR-BI uptake up | PKA-R2B activ | Keap1-Nrf2 PPI | C-LANA FP | RTF Ca sens act | CAL PDZ FP-1 | Rtt109 HAT inh | DAGLB inh | Cardiac RTF inh | CAL PDZ FP-2
[8] CCCOc1ccc(/C=N/NC(=O)CSCc2ccc([N+](=O)[O-])cc2)cc1OCC
→ -50 | -7 | -1 | 0.6 | -17 | 0 | 1 | -2 | -4 | -2.2
[9] O=C(O)/C=C/C(=O)Nc1ccc(-n2ccc(C(F)(F)F)n2)cc1
→ 1 | -5 | -4 | -1.4 | 14 | 26 | 7 | 0 | 3 | 0.9

Continuation:
cpd	compound	SR-BI uptake up	PKA-R2B activ	Keap1-Nrf2 PPI	C-LANA FP	RTF Ca sens act
13	COC(=O)c1ccccc1NC(=O)CN1CCCCCC1	11	-14	7	0.2	14
14	O=C(NCc1cccs1)N[C@@H](Cc1ccccc1)C(=O)O	7	2	-3	-0.4	-1
15	C=C(C)CC1Nc2ccccc2NC1CC(=C)C (stereo not given)	-1	-1	-2	0.1	-4
16	C=CCNC(=O)/C(=C\C=C\c1ccccc1)NC(=O)c1ccc(OCCCC)cc1	6	-14	-5	-1.1	4
17	CC(NC(=O)/C(C#N)=C/c1ccc(N2CCOCC2)cc1)c1ccccc1 (stereo not given)	-25	-3	1	0.6	-2
18	O=[N+]([O-])c1ccccc1CNC1CCCc2ccccc21 (stereo not given)	10	1	-4	1.4	-5
19	Cc1occc1-c1nnc(SCC(=O)N(C)CCC#N)n1N	1	-2	-10	1.8	7
20	Cc1cc(C)c2c(-n3cccc3)c(C(=O)O)sc2n1	5	-2	1	0.3	-3
21	O=C(CSc1nc2ccc([N+](=O)[O-])cc2[nH]1)c1ccc2ccccc2c1	-13	4	7	-0.3	-7
22	O=C(NCCc1ccc(Cl)cc1)c1ccc2c(c1)OCO2	14	-5	0	-0.6	-4
23	CCN1CCN(C(=O)C(NS(=O)(=O)c2ccc3nc(C)sc3c2)C(C)C)CC1 (stereo not given)	0	-1	2	4.6	-2
24	O=C(NNC(=S)NCCCN1CCOCC1)c1ccncc1	8	1	-2	-1.2	-3

cpd	CAL PDZ FP-1	Rtt109 HAT inh	DAGLB inh	Cardiac RTF inh	CAL PDZ FP-2
13	1	-5	-4	1	x
14	-1	-7	3	-3	-0.8
15	2	10	3	-8	-1.1
16	x	19	-4	2	-2.3
17	1	6	0	16	-0.9
18	x	3	-1	-2	0.1
19	-3	5	0	-9	0.5
20	-6	-5	0	-1	-2.6
21	x	6	-3	-6	-1.7
22	-1	-5	-3	10	-0.8
23	x	14	-3	-5	-1.4
24	x	9	0	-4	-0.2

The listing continues.
cpd	compound	SR-BI uptake up	PKA-R2B activ	Keap1-Nrf2 PPI	C-LANA FP	RTF Ca sens act
25	O=C(CC1C(=O)NCCN1C1CCCC1)NCc1cccc(OC(F)(F)F)c1 (stereo not given)	14	-8	-4	-0.3	0
26	Cc1ccc(Cn2c(CN3CCN(C(=O)c4ccco4)CC3)nc3c2c(=O)n(C)c(=O)n3C)cc1	-12	-6	-7	-1.3	1
27	Cc1ccccc1CNS(=O)(=O)c1c(C(=O)N2CCCCC2)c(C)n(C)c1C	3	16	0	-0.5	-7
28	CC(C)NC(=O)C(OC(=O)c1ccccc1)C(OC(=O)c1ccccc1)C(=O)O (stereo not given)	-2	-1	-2	-0.1	4
29	Nc1ccc2oc(=O)c3ccccc3c2c1	-2	-7	0	-0.7	0
30	CC(C)OCCCNS(=O)(=O)c1ccc2ccccc2c1	17	-2	-3	-0.8	2
31	COc1ccc(N(C(=O)c2cccnc2)S(=O)(=O)c2cc(OC)ccc2OC)cc1	8	-1	-7	0.0	-2
32	COc1ccc(C=NNC(=O)CCCCC(=O)NN=Cc2ccc(OC)cc2)cc1	-23	-5	-6	-1.2	1
33	COc1cc(OC)c(OC)cc1CN(C)CCc1ccccn1	14	2	0	0.8	-3
34	COC1OC2COC(c3ccccc3)OC2C(OC(=O)c2ccccc2)C1OC(=O)c1ccccc1 (stereo not given)	-10	-9	-1	0.9	-6
35	N=C(N=C(N)N)N1CCc2ccccc21	18	-5	-3	-0.3	-4
36	O=C(Nc1ccccc1)N1CCc2c([nH]c3ccccc23)C1C(F)(F)F (stereo not given)	-27	0	-4	1.9	5

cpd	CAL PDZ FP-1	Rtt109 HAT inh	DAGLB inh	Cardiac RTF inh	CAL PDZ FP-2
25	x	-2	-2	-5	-1.9
26	-3	x	3	-6	-2.8
27	0	-3	0	-4	-2.1
28	-2	-6	-2	-4	x
29	-3	-7	3	1	-1.3
30	x	-9	-6	-5	1.0
31	x	-2	1	-2	0.5
32	-4	-3	2	3	-0.3
33	16	-3	-1	-1	-0.7
34	0	x	-10	-2	-2.2
35	-2	-7	-3	-2	0.9
36	x	2	-4	-3	0.1

The list continues:
cpd	compound	SR-BI uptake up	PKA-R2B activ	Keap1-Nrf2 PPI	C-LANA FP	RTF Ca sens act
37	COc1ccc(CCNC(=O)COC(=O)c2cc(S(=O)(=O)N3CCCC3)ccc2O)cc1	13	8	-2	0.3	3
38	CCN(CC(=O)Nc1ccc(NC(C)=O)cc1)C(=O)c1cccc2ccccc12	12	6	-3	4.2	1
39	COc1cccc(C(=O)Nc2ccc(C(=O)NCC3CCCO3)cc2)c1 (stereo not given)	2	-7	3	2.6	-2
40	Fc1ccc(-n2nnc(-c3ccccc3Cl)n2)cc1	6	-4	-5	-0.2	1
41	Cc1cc(=O)[nH]c(SCC(=O)NCCc2ccccc2)n1	13	0	1	0.8	-3
42	Cc1cc(C)c2c(CC(=O)Nc3nccs3)coc2c1	-11	-4	-4	1.2	-3
43	COc1cccc(N2CCN(Cc3cccnc3)CC2)c1	18	-1	-7	3.8	-3
44	COc1ccc(S(=O)(=O)N2CCN(c3nc(C)cc(C)n3)CC2)cc1	7	-5	1	-0.7	2
45	CC(Sc1nnc(C(F)(F)F)n1C)C(=O)NC(N)=O (stereo not given)	5	-18	1	0.5	-4
46	COc1cc(/C=C/C(=O)O)cc(S(=O)(=O)Nc2ccccc2SC)c1OC	8	-5	3	2.6	-3
47	CCN(CC)C(=O)c1cnn(-c2ccccc2)c1NC(=O)c1cccs1	17	-11	-5	1.0	3
48	CC(Cc1cccnc1)NC(=O)CCc1nnc(-c2ccccc2)o1 (stereo not given)	-1	-2	4	2.5	-1
49	N/N=C/C(=N\Nc1ccc(Cl)cc1)C(=O)c1ccncc1	x	-1	-1	-2.3	-4

cpd	CAL PDZ FP-1	Rtt109 HAT inh	DAGLB inh	Cardiac RTF inh	CAL PDZ FP-2
37	-4	-1	0	4	-0.3
38	-1	1	1	2	0.3
39	x	3	3	-2	0.3
40	0	1	-3	-4	-0.3
41	x	8	4	-9	0.4
42	-3	-12	-1	-10	0.3
43	-2	-3	-1	0	-0.6
44	-46	4	-2	-1	x
45	-3	0	-2	4	-1.3
46	1	-4	0	-4	-0.1
47	-5	-2	0	-5	-0.5
48	0	-5	1	-5	-1.2
49	-2	-5	10	3	-2.8

Laid out differently: entries from further up.
43) COc1cccc(N2CCN(Cc3cccnc3)CC2)c1
- SR-BI uptake up = 18
- PKA-R2B activ = -1
- Keap1-Nrf2 PPI = -7
- C-LANA FP = 3.8
- RTF Ca sens act = -3
- CAL PDZ FP-1 = -2
- Rtt109 HAT inh = -3
- DAGLB inh = -1
- Cardiac RTF inh = 0
- CAL PDZ FP-2 = -0.6
44) COc1ccc(S(=O)(=O)N2CCN(c3nc(C)cc(C)n3)CC2)cc1
- SR-BI uptake up = 7
- PKA-R2B activ = -5
- Keap1-Nrf2 PPI = 1
- C-LANA FP = -0.7
- RTF Ca sens act = 2
- CAL PDZ FP-1 = -46
- Rtt109 HAT inh = 4
- DAGLB inh = -2
- Cardiac RTF inh = -1
- CAL PDZ FP-2 = x
